# PG9 binder: binders of HIV-1 gp120 antibody PG9, primary screen, biochemical, TR-FRET; HIV-1 gp120 / PG9 antibody interaction; TR-FRET gp120-PG9 antibody binding; inhibition, % at 6.7 µM; hit rate 0.43% among 360,000; in the data active = inhibition above about 8.5%
# LEDGF integ inh: blockers of LEDGF/p75-dependent integrase strand transfer – biochemical, TR-FRET, high throughput, primary screen; HIV-1 integrase (with human LEDGF/p75); inhibition, % at 3.7 µM; hit rate 0.64% among 370,000; TR-FRET IN-LEDGF/p75 DNA integration, Eu/Cy5;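 active = inhibition above the screen-wide mean plus 3 SD, cut at about 13% in these data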;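 note: signal is the Cy5 over europium emission ratio at 671 and 618 nm; 0% = plate median of compound wells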
# rCAG binder: binders of r(CAG) RNA repeats, primary screen, biochemical, fluorescence; hit rate 1.3% among 370,000; r(CAG) RNA repeat, TO-PRO-1 dye displacement fluorescence; AID 651821, 2012; inhibition, % at 3 µM;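 active = inhibition above the plate cutoff, the mean of all test compounds on that plate plus 3 SD, cut at about 35% in these data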;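 note: 0% = DMSO alone and 100% = 100 µM mitoxantrone as full dye displacement; higher means more dye released from RNA so lower well fluorescence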
# TCR-CD3 inh: inhibitors of human TCR-CD3 interaction, primary screen, biochemical, fluorescence, TAMRA-labeled TCR probe | T-cell receptor (TCR) | inhibition, % at 9.4 µM | hit rate 0.37% among 360,000 | AID 651800, 2012; in the data active = inhibition above about 19%;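 note: recombinant mutant TCR 2C K166C tagged with TAMRA read by polarization; 0% = receptor in buffer alone and 100% = receptor with positive control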
# PRMT1 inh: PRMT1 methyltransferase inhibitors, primary screen, biochemical, fluorescence polarization. Protein arginine N-methyltransferase 1 (Homo sapiens), Q99873. recombinant PRMT1, activity-based probe fluorescence polarization. inhibition, % at 2.79 µM. hit rate 1.3% among 370,000. AID 652257, 2013;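 active = inhibition above about 21% made by adding two undisclosed values, limit read from the data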
# Target sequence (Q99873 whole entry, looked up): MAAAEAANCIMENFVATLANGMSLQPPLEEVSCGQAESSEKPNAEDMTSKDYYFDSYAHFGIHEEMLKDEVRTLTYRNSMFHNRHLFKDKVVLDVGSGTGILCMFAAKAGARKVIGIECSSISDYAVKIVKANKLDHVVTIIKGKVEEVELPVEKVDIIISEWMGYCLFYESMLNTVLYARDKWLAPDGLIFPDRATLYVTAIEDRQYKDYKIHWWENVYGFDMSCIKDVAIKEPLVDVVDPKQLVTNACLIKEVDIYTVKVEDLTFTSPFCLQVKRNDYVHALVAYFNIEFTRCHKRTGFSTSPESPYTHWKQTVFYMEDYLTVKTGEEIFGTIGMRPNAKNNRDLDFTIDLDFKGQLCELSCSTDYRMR
# Rev-erbA mod: modulators of Rev-erb alpha DNA binding, primary screen, biochemical, FITC-DNA, fluorescence polarization, uHTS | Nuclear receptor subfamily 1 group D member 1 (Homo sapiens), P20393 | activity, % at 10 µM | hit rate 0.79% among 370,000 | Rev-erbα–FITC-DNA binding, 90 min;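 active = activity above about 14%, limit read from the data; passing the limit was not always enough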;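 note: 0% = DMSO wells with 35 nM protein and 100% = DMSO wells with 750 nM protein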
# TDP2 inh: human TDP2 enzyme inhibitors, primary screen, biochemical, epi absorbance, recombinant enzyme; Tyrosyl-DNA phosphodiesterase 2 (Homo sapiens), O95551; T5PNP hydrolysis, p-nitrophenol absorbance 415 nm; inhibition, % at 12.8 µM; hit rate 0.34% among 370,000;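 active = inhibition above the mean of all tested compounds plus 3 SD, set per campaign, cut at about 25% in these data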;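 note: 0% = DMSO with enzyme and 100% = buffer with substrate but no TDP2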
# Target sequence (O95551 whole entry, looked up): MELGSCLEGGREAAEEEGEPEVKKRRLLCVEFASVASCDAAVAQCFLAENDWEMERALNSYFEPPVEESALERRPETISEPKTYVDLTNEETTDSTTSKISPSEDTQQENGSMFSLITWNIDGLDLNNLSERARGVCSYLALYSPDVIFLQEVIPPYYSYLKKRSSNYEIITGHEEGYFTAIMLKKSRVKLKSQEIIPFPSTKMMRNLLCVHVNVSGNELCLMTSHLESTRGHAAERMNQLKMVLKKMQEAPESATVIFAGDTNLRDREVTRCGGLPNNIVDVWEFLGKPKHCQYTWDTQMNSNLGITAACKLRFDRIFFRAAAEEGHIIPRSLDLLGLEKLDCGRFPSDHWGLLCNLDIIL
#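 Incubation: 2 h at 37 °C; Test system: recombinant human TDP2; Quantity: enzyme 120 nM; Read-out basis: percent inhibition; Medium: 50 mM Tris-HCl pH 7.5 with Mg2+, KCl, DTT, BSA; Repeats: single replicate; Compound: 12.8 µM single point, 1% DMSO; Signal: epi absorbance; Reagent: 5 mM T5PNP chromogenic substrate; Benchmarks: no-enzyme high, DMSO-plus-enzyme low.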
# SIAE inh: human SIAE inhibitors, primary screen, biochemical, fluorescence polarization, FP-Rh probe, 1536-well HTS. Sialate O-acetylesterase (Homo sapiens), Q9HAT2. SIAE FP-Rh probe binding. inhibition, % at 9.66 µM. hit rate 0.69% among 370,000;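 active = inhibition above a cutoff: mean of compounds within the control limits plus 3 SD of those, cut at about 17% in these data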;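 note: 0% = plate median of compound wells and 100% = probe without SIAE protein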
# HTRA1 inh: HTRA1 serine protease inhibitors, primary screen, biochemical, fluorescence polarization, HTS | Q92743 | recombinant HTRA1, FP-rhodamine activity-based probe | inhibition, % at 5.96 µM | hit rate 0.5% among 340,000 | AID 504803, 2011; in the data active = inhibition above about 36%;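 note: 0% = enzyme with DMSO and 100% = wells lacking enzyme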
# ABHD4 inh: ABHD4 inhibitors, primary screen, biochemical, fluorescence polarization, mouse | (Lyso)-N-acylphosphatidylethanolamine lipase (Mus musculus), Q8VD66 | purified mABHD4, FP-Rh probe fluorescence polarization | inhibition, % at 8.92 µM | hit rate 0.54% among 370,000;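 active = inhibition exceeding the mean over every tested compound plus 3 SD, cut at about 30% in these data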;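 note: 0% = plate median of compound wells and 100% = S159A mutant with DMSO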
# Target sequence (Q8VD66 whole entry, looked up): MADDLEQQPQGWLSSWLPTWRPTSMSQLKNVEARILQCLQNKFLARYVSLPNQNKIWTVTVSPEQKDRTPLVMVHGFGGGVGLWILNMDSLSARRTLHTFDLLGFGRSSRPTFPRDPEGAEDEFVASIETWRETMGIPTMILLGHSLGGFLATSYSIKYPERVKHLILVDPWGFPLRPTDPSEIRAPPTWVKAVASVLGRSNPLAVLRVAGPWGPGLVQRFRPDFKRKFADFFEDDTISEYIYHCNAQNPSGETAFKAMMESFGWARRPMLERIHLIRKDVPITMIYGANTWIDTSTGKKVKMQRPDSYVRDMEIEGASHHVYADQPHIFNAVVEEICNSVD
#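 Doses – 8.92 µM, single dose · Material – wild-type mouse ABHD4 protein · Replication – single well per compound (singlicate) · Measure – percent inhibition of probe binding, normalized to plate controls · Schedule – 45 min compound pre-incubation plus 60 min probe step, 25 °C · Detection – fluorescence polarization with parallel and perpendicular emission, 525/598 nm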
# Starred values were filed as active, the others as inactive; . = no result given. A portion of the library; the hit share may differ from the screen's.
# Screens in order: PG9 binder, LEDGF integ inh, rCAG binder, TCR-CD3 inh, PRMT1 inh, Rev-erbA mod, TDP2 inh, SIAE inh, HTRA1 inh, ABHD4 inh
CN(C(=O)CSc1nc2cc([N+](=O)[O-])ccc2n1-c1ccc(F)cc1)C1CCS(=O)(=O)C1 (stereo unspecified)
    0.2, -4, 2, 1, 4, -7, -1, -5, -3, 10
COc1ccc(C)cc1-n1c(SCC(=O)NC2CC2)nc2ccccc2c1=O
    0.2, 2, 3, 1, -1, 7, -1, 6, 0, -2
CC(=O)N1c2ccccc2NC2=C(C(=O)CCC2)C1c1ccc(F)cc1 (stereo unspecified)
    -0.8, 4, -3, 0, -5, -1, 4, 7, -5, 2
Cc1nc(SCc2ccc(F)cc2)c2oc3ccccc3c2n1
    -1.4, 5, 3, 0, 0, 2, 7, 1, -2, -1
Cc1cc(C)nc(NS(=O)(=O)c2ccc(NC(=O)C(C)Oc3ccccc3F)cc2)n1 (stereo unspecified)
    -2.2, 1, 6, 5, 0, 2, 10, 0, -6, 3
O=C(NCCN1CCCCC1)Nc1ccc(F)c(Cl)c1
    0.5, 0, 1, 2, 1, -3, 6, 0, -10, 3
CCCCc1c(-c2ccccc2OC)ncn1C1CCCC1
    -0.5, 8, -1, 3, 0, 1, -5, -1, ., 1
COC(=O)c1ccc(COc2ccc(C=O)cc2)o1
    3.7, 8, 1, -4, 2, 0, -11, 12, -2, -2
CCOc1ccc(C(C)NC(=O)c2cc(=O)[nH]c3ccccc23)cc1OCC (stereo unspecified)
    -0.3, -2, -3, -2, 1, 3, 9, 1, -1, 0
COC(=O)C[C@@H]1CC[C@H]2[C@H](COc3ccc(NC(=O)c4ccc(OC)cc4)cc3C(=O)N2C)O1
    ., -3, 2, ., 1, 0, 1, -3, ., 3
CCCCN(C(=O)CNC(=O)c1ccco1)C(C(=O)NC1CCCCC1)c1cccnc1 (stereo unspecified)
    -3.3, 1, -2, 0, -1, -4, -2, -7, -2, 3
N#CCC[C@H]1CC[C@]2(CCCN(Cc3ccc(Br)cc3)C2)O1
    ., -3, 2, ., 3, 0, 6, 1, ., -6
Cc1cc2c(cc1C)NC(c1nc3ccccc3[nH]1)C1=C(CC(C)(C)CC1=O)N2 (stereo unspecified)
    -3.2, -2, 1, 3, -1, 2, 9, 1, -4, 6
CCCN(C(=O)C(=O)Nc1ccc2nc3n(c(=O)c2c1)CCCCC3)c1ccc(OCC)cc1
    1.9, 6, 5, -1, -2, 2, -2, -4, -11, -22
C/C(CC(=O)Nc1cccc2c1CCCC2)=N\NC(=O)COc1ccccc1
    -1.2, 5, 5, 5, 4, 2, -6, 5, -10, -7
CC(C)(C)c1ccc(C(=O)NCCOc2ccccc2)cc1
    -3.0, 2, -10, 4, -1, -4, -5, -2, -6, -5
CCC(=O)N1CCN(CCN=CC2=C(O)CC(c3cccs3)CC2=O)CC1 (stereo unspecified)
    -1.2, 3, -4, -3, -3, -5, 7, 16, 2, 11
COc1ccc(N(CC(=O)NCCC2=CCCCC2)S(=O)(=O)c2ccccc2F)cc1
    0.2, -2, -7, -7, 5, 3, -6, -6, -17, 2
COc1ccc(C2C3=C(CC(C)(C)CC3=O)OC(N)=C2[N+](=O)[O-])cc1 (stereo unspecified)
    -2.4, -3, 0, 0, -1, 5, -12, 8, 0, -3
Cc1c(-n2cc(C(=O)c3cc(Br)ccc3O)cc(C#N)c2=O)c(=O)n(-c2ccccc2)n1C
    -0.9, -1, 9, 0, -1, 2, 1, -4, -28, -7

# Screens in order: PG9 binder, LEDGF integ inh, rCAG binder, TCR-CD3 inh, PRMT1 inh, Rev-erbA mod, TDP2 inh, SIAE inh, HTRA1 inh, ABHD4 inh
O=C(COC(=O)CNC(=O)c1ccccc1Cl)NC1CC1
    -1.6, 5, 1, 3, 0, -10, 1, -2, 4, 7
CCOC(=O)COc1ccc(C)cc1-c1ccno1
    0.3, 1, -5, 1, 1, 0, -4, -1, -1, 7
COc1ccccc1-c1csc(NC(=O)c2ccc(N3C(=O)CCC3=O)cc2)n1
    -1.5, 0, 6, -3, -4, 6, 3, -10, -19, -5
CC(C)C(NS(=O)(=O)c1ccccc1)C(=O)N1CCCC1 (stereo unspecified)
    0.4, -2, 1, 5, 0, -2, 10, -3, -4, -5
CCOC(=O)CN1C(=O)CN(c2ccc(C)c(C)c2)C1=O
    1.1, -4, 0, -4, -1, -2, -8, 2, -4, 2
CCC(C)C(=O)Nc1nc(C)c(-c2csc(Nc3ccc(Cl)cc3)n2)s1 (stereo unspecified)
    -3.0, -1, 27, -7, 3, -4, 11, -14, -6, -10
CC(=O)NCCc1nc2cc(NC(=O)c3ccc(F)cc3)ccc2n1C
    1.0, 3, 1, -2, 4, 1, -11, -10, 11, -10
N#CCSc1nnc(-c2sc3ccccc3c2Cl)o1
    -2.6, 1, 5, -2, 4, -3, -9, 2, -10, -5
CC(=O)NC(=S)Nc1ccc(NC(=S)NC(=O)c2cccs2)cc1
    -3.6, -2, 0, 8, 1, -17, 3, -1, 1, 2
CCN(CC)c1ccc(NC(=O)COC(=O)CCc2cc(OC)c(OC)c(OC)c2)cc1
    -8.4, 1, 1, 4, -3, -4, -2, 3, 8, 3
CSC(=NCc1cccnc1)NS(=O)(=O)c1cccs1
    0.2, 0, 2, -3, 4, -2, 9, -1, 8, 4
O=C(CN1CCN(c2ncccn2)CC1)NCCC1=CCCCC1
    1.0, 3, -8, 4, -4, -1, 10, 3, 8, 3
O=C(CN(C(=O)CNS(=O)(=O)c1ccc(F)cc1)c1ccc(F)cc1)NCc1ccco1
    -1.7, 2, 1, 1, 1, -5, 8, -7, -1, -2
COc1ccc(Cl)cc1S(=O)(=O)N1CCN(C(=O)COc2ccccc2)CC1
    -0.7, -2, -6, 6, -1, 4, 2, 1, -4, 0
O=C(COC(=O)C1CCN(C(=O)c2ccc(Cl)cc2)CC1)NC1CCS(=O)(=O)C1 (stereo unspecified)
    1.7, 2, 1, 8, -6, 8, -2, -3, -6, 1
Cc1ccc(C2=CN(Cc3ccccc3)CCC2=O)cc1
    2.3, -2, 5, -5, 3, 1, 2, 6, -7, 12
CCOC(=O)CN(C(=O)Cn1nnc(-c2ccc(OC)cc2)n1)C(C(=O)NC1CCCC1)c1ccc(F)cc1 (stereo unspecified)
    -1.8, -1, -2, -3, 0, 3, -4, 5, -17, -2
CCOc1ccc(NC(=O)CN(C)C(=O)c2n[nH]c(=O)c3ccccc23)cc1OCC
    -0.4, 0, 0, 5, -1, -1, 11, 8, 5, 0
CC[C@]12c3[nH]c4cc(CCC(=O)N(C)C)ccc4c3CCN1C(=O)[C@@H](CC(=O)NCc1cccc(C(F)(F)F)c1)C[C@@H]2C(=O)N1CCN(C(=O)C2CC2)CC1
    0.8, 2, 2, -1, -3, 0, -7, 4, 1, 0
COc1cccc(CNC(=O)CCNS(=O)(=O)c2cccc3nonc23)c1
    -0.7, 3, -1, 1, 1, 1, -5, -4, 3, 3

# Screens in order: PG9 binder, LEDGF integ inh, rCAG binder, TCR-CD3 inh, PRMT1 inh, Rev-erbA mod, TDP2 inh, SIAE inh, HTRA1 inh, ABHD4 inh
O=C(NCCN1C(=O)S/C(=C/c2cccnc2)C1=O)C1=NN(c2ccccc2)C(=O)CC1
    2.5, -1, 8, -1, 12, 1, -4, 1, 5, 1
CC(=O)Nc1ccc(S(=O)(=O)N[C@@H](C)C(=O)N2CCN(c3ccccn3)CC2)cc1
    -0.7, 2, 0, 2, 38*, 3, -6, 2, 4, -7
COC(=O)c1ccc(NC(=O)C2CCCN2S(=O)(=O)c2ccc(F)cc2)cc1 (stereo unspecified)
    0.1, 4, -6, -2, -4, 8, 8, 2, 0, -1
CC(=O)Nc1cccc(N2C(=O)CCC2=O)c1
    -0.2, -6, 3, 4, -4, 2, -12, -1, 6, -4
Cc1ccc(C(=O)NCCS(=O)(=O)N2CCN(c3ccccc3F)CC2)cc1[N+](=O)[O-]
    -2.0, 2, 0, -2, -5, 5, -10, 10, -4, -3
Cc1nnc(NC(=O)CSC2=NN3CCCC(=O)N=C3S2)s1
    -1.4, -4, 5, -1, 3, -1, 0, 2, 3, 1
CN(C)C(=O)CN1C(=O)NC2(CCCc3ccccc32)C1=O (stereo unspecified)
    -3.4, 0, -1, 3, -1, 6, -10, -7, 2, -2
O=C(NC(=S)Nc1ccccc1N1CCCCC1)c1cccs1
    -2.8, 4, 3, 1, 2, 6, 8, -14, -22, -5
Cc1ccc(C(=O)N2CCN(S(=O)(=O)N3CCCCC3)CC2)cc1
    0.1, -1, -9, -2, -2, 0, 4, 2, 10, 0

# Ordered by SMILES length (smallest number first): nine of the compounds above
# Screens in order: PG9 binder, LEDGF integ inh, rCAG binder, TCR-CD3 inh, PRMT1 inh, Rev-erbA mod, TDP2 inh, SIAE inh, HTRA1 inh, ABHD4 inh
CC(=O)Nc1cccc(N2C(=O)CCC2=O)c1
    -0.2, -6, 3, 4, -4, 2, -12, -1, 6, -4
O=C(NC(=S)Nc1ccccc1N1CCCCC1)c1cccs1
    -2.8, 4, 3, 1, 2, 6, 8, -14, -22, -5
Cc1ccc(C(=O)N2CCN(S(=O)(=O)N3CCCCC3)CC2)cc1
    0.1, -1, -9, -2, -2, 0, 4, 2, 10, 0
COc1cccc(CNC(=O)CCNS(=O)(=O)c2cccc3nonc23)c1
    -0.7, 3, -1, 1, 1, 1, -5, -4, 3, 3
COC(=O)c1ccc(NC(=O)C2CCCN2S(=O)(=O)c2ccc(F)cc2)cc1 (stereo unspecified)
    0.1, 4, -6, -2, -4, 8, 8, 2, 0, -1
CCOc1ccc(NC(=O)CN(C)C(=O)c2n[nH]c(=O)c3ccccc23)cc1OCC
    -0.4, 0, 0, 5, -1, -1, 11, 8, 5, 0
O=C(NCCN1C(=O)S/C(=C/c2cccnc2)C1=O)C1=NN(c2ccccc2)C(=O)CC1
    2.5, -1, 8, -1, 12, 1, -4, 1, 5, 1
Cc1ccc(C(=O)NCCS(=O)(=O)N2CCN(c3ccccc3F)CC2)cc1[N+](=O)[O-]
    -2.0, 2, 0, -2, -5, 5, -10, 10, -4, -3
CC[C@]12c3[nH]c4cc(CCC(=O)N(C)C)ccc4c3CCN1C(=O)[C@@H](CC(=O)NCc1cccc(C(F)(F)F)c1)C[C@@H]2C(=O)N1CCN(C(=O)C2CC2)CC1
    0.8, 2, 2, -1, -3, 0, -7, 4, 1, 0

# Screening data deposited in PubChem by several laboratories.
